# Screening results from PubChem.
# phage Ecoli inh: E. coli growth loss with phage present | 360,000 compounds, 0.26% hits | inhibition, % at 11.9 µM | growth absorbance; in the data active means inhibition above about 11%
# An asterisk follows results filed as active; & = joins results of further samples. This is a subset, so the mix of outcomes need not match the whole.
no.	phage Ecoli inh	Molecule
1	2.8	COc1ccc(CN2CCC(C)(Oc3ccc4c(c3)OCO4)C2)c2ccccc12 (centres undefined)
2	0.6	CC(C)COC(=O)N1CCCCC1c1cc(C(=O)Nc2ccccc2)no1 (centres undefined)
3	2.6	Cc1cc2c(nc1C)CCCN2S(=O)(=O)c1ccccc1
4	3.0&3.5	CCC(c1nnnn1-c1ccc2c(c1)OCCO2)N1CCN(c2ncccc2C(F)(F)F)CC1 (centres undefined)
5	1.0	O=S1(=O)C[C@@H](N2CCN(CCO)CC2)[C@H](COCc2ccccc2)N1
6	0.8	CCc1nc2ccc(C(=O)N(CC)CCN(C)C)cn2c1N(CC)CCOC
7	4.2	CC(C)C[C@H]1COc2c(Cl)cccc2S(=O)(=O)N1Cc1ccc(F)cc1F
8	4.0	COC(=O)c1cc2c(c3c4cc(OC)ccc4n(S(=O)(=O)c4ccc(F)cc4)c13)C(=O)N(C)C2
9	5.3	CN[C@@H](CO)C(=O)NC[C@H]1O[C@@H](n2cnc3c(=O)[nH]c(N)nc32)[C@H](O)[C@@H]1O
10	3.2	O=C(NCc1ccccc1)C(c1ccco1)N1CCN(C(=O)C2CCCO2)CC1 (centres undefined)

# (more compounds)
no.	phage Ecoli inh	Molecule
11	2.3	COC(=O)Cn1c2ccccc2c(=O)n1C(C)CBr (centres undefined)
12	-1.6	Cc1cc(N2CCOCC2)nc2ccc(NC(=O)C3CCCCC3)cc12
13	0.0	COc1ccc(C(O)c2ncc(-c3ccccc3C)[nH]2)cc1F (centres undefined)
14	-0.1	CCOC(=O)C1CSCCS(=O)(=O)N1Cc1ccccc1F (centres undefined)
15	-0.9	C[C@@H](NC(=O)[C@@H]1CCCN1C(=O)[C@@H]1CCCN1C(=O)c1cccc2ccccc12)c1ccccc1
16	3.5	Cc1ccccc1C(=O)N[C@H](C(=O)N1CCC[C@H]1C(=O)NC1CCCC1)C1CCCCC1
17	2.9	CCOCCC(=O)Nc1ccc2c(c1)c(=O)n(C)n2Cc1cccc(C(F)(F)F)c1
18	1.2	CCOC(=O)C1=C(C)N=c2sc(=Cc3cc(Cl)c(OCC(=O)O)c(OC)c3)c(=O)n2C1c1ccccc1Cl (centres undefined)
19	2.8	COCCNC(=O)c1cccc2c(-c3ccnn3C)coc12
20	2.6	CCCCc1c(-c2cccc(F)c2)ncn1CCc1ccccc1OC

# Retrieved by compound from the entries so far:
no.	phage Ecoli inh	Molecule
13	0.0	COc1ccc(C(O)c2ncc(-c3ccccc3C)[nH]2)cc1F (centres undefined)
15	-0.9	C[C@@H](NC(=O)[C@@H]1CCCN1C(=O)[C@@H]1CCCN1C(=O)c1cccc2ccccc12)c1ccccc1

# Next part
no.	phage Ecoli inh	Molecule
21	2.3	Cc1noc(C)c1S(=O)(=O)NC(=O)C1(C)CCN1C(=O)c1ccc(C2CCCCC2)cc1 (centres undefined)
22	2.0	Cc1c(C(=O)NCCC#N)sc(=O)n1Cc1ccc(C(=O)N(C)C)cc1
23	2.7	C[C@H]1[C@H](c2ccccc2)Oc2cccc(NCCc3ccccc3)c2S(=O)(=O)N1Cc1cccc(F)c1
24	3.8	COc1ccc(C(C(=O)NC2CCCC2)n2c(Cc3cc(F)cc(F)c3)nc3ccccc32)cc1 (centres undefined)
25	1.4	COC(=O)C1=C(C)N(C)C(=NCc2ccc(C(F)(F)F)cc2)NC1c1ccc(F)cc1 (centres undefined)
26	3.1	CC(C)N1CCC(C)(C(=O)Nc2ccccc2Oc2ccccc2)C1 (centres undefined)
27	9.2	Cc1cccc(-c2cnc(C(O)c3cc(C)cc(C)c3)[nH]2)c1 (centres undefined)
28	4.7	CC(C)Cc1ccc(-c2cc3nc(NCc4cccc(Cl)c4)ccn3n2)cc1
29	1.1	COc1cc(-c2cc(=O)c3ccc(O)cc3o2)cc(OC)c1OC
30	1.1	Cc1cc(=O)n2nc(N3CCCC(C(=O)Nc4cccc(C)c4C)C3)sc2n1 (centres undefined)

# Values by screen from the list.
# phage Ecoli inh for entries 21 to 27 → 2.3, 2.0, 2.7, 3.8, 1.4, 3.1, 9.2

# (continued)
no.	phage Ecoli inh	Molecule
31	0.8	OC[C@@H]1CN(Cc2ccncc2)C[C@H](n2cnc3c(NC4CC4)ncnc32)O1
32	3.7	Cc1cc2nc(-c3ccc(Cl)cc3)c(CC3CCCCC3)n2c(C)c1Br
33	1.6	COc1ccc(NC(=O)C(c2ccc(C#N)cc2)n2c(=O)c(-c3ccco3)nc3ccccc32)cc1 (centres undefined)
34	1.1	CCOc1ccc(CCNC(=O)C2CCCN(S(=O)(=O)N3CCCCC3)C2)cc1OCC (centres undefined)
35	1.9	COc1ccc(-c2csc(C(O)c3cccc(OC)c3)n2)cc1 (centres undefined)
36	4.1	Cc1ccc(Cl)cc1NC(=O)N(C)CCOC(=O)Nc1cccc(Cl)c1
37	4.9	CC1(C(=O)NCc2ccc(F)c(F)c2)Cc2c(-c3ccc4c(c3)OCO4)ccnc2O1 (centres undefined)
38	-1.9	C=CCNc1ncnc2c1ncn2[C@H]1CN(Cc2cc(OC)c(OC)c(OC)c2)C[C@@H](CO)O1
39	3.2	O=C(NCC(F)(F)F)[C@H]1O[C@@H](n2ccc(=O)[nH]c2=O)[C@H](O)[C@@H]1O
40	3.7	O=C(NCc1ccccc1)c1[nH]c(C(F)(F)F)nc1-c1ccccc1

# (list continues)
no.	phage Ecoli inh	Molecule
41	1.0	CCOC(=O)[C@]12CCC=C1N(Cc1ccco1)C(=O)[C@H](CC(=O)NCc1cccc3ccccc13)C2
42	-0.8	CC(=O)c1ccc(-c2cnc3c(NC=O)cc(-c4cccc(C(=O)N(C)C)c4)cn23)cc1
43	2.6	COc1ccc(C(=O)C(=O)N2CCN(C(=O)c3ccccc3C(F)(F)F)CC2)cc1OC
44	2.5	COC[C@H]1CCCN1[C@H]1CS(=O)(=O)N[C@@H]1COCc1ccccc1
45	1.5	CCOC(=O)C1(C)CCCN(C(=O)c2cc(C#N)cs2)C1 (centres undefined)
46	-1.8	Cc1ccc(-c2nc3ccc(C)cn3c2CC2CCCCC2)cc1
47	2.6	Cc1cc2nc(-c3ccccc3Br)n(/C=C(\c3ccccc3)n3c(=O)[nH]c4ccccc43)c2cc1C
48	1.5	CC(C)(C)c1ccc(C(=O)N2[C@H](COCc3ccccc3)C=CS2(=O)=O)cc1
49	-1.6	CCCCn1nnnc1C1(C)CCC(=O)N1C1CC1 (centres undefined)
50	2.6	Cn1c(NCc2ccc3occc3c2)nc2cc(-c3ccc(F)cc3)sc2c1=O

# Further structures follow:
no.	phage Ecoli inh	Molecule
51	3.2	CCc1ccc2c(c1)NC(=O)C2(C)Cc1ccc(C(F)(F)F)nc1 (centres undefined)
52	0.7	Nc1ccc(CC(N)c2csc(Nc3nncc4ccccc34)n2)cc1 (centres undefined)
53	0.8	COc1ccc(NC(=O)C2(C)CCN2Cc2ccccc2OC(F)F)cc1OC (centres undefined)
54	1.9	CCC(=O)Nc1ccc2c(c1)OC[C@@H](C)NC[C@@H](C)[C@@H](OC)CN(C)C2=O
55	-2.1	O=C(CSC1CCc2ccccc21)NN=Cc1ccco1 (centres undefined)
56	-2.0	Nc1nc2ccc(Cl)cc2cc1C(=O)NCCCN1CCOCC1
57	1.6	COC(=O)Cn1c2ccccc2c(=O)n1C(C)C
58	3.7	O=C(/C=C/[C@H]1O[C@@H](n2ccc(=O)[nH]c2=O)[C@H](O)[C@@H]1O)NC1CCN(Cc2ccccc2)C1 (some centres undefined)
59	1.9	CCOC(=O)N(C)c1c(CC)nc2c(OCCOc3ccccc3)cccn12
60	-0.6	CCOC(=O)C(=O)N(C)c1c(CC)nc2c(OCc3ccccc3OC)cccn12

# 3 structures out of the list, ordered by formula weight, ascending.
no.	phage Ecoli inh	Molecule
55	-2.1	O=C(CSC1CCc2ccccc21)NN=Cc1ccco1 (centres undefined)
56	-2.0	Nc1nc2ccc(Cl)cc2cc1C(=O)NCCCN1CCOCC1
52	0.7	Nc1ccc(CC(N)c2csc(Nc3nncc4ccccc34)n2)cc1 (centres undefined)

# Next results:
no.	phage Ecoli inh	Molecule
61	0.6	Clc1ccc(Cn2ncc3c(N4CCN(c5ccccc5)CC4)ncnc32)cc1
62	1.6	COC(=O)C1=CN(c2ccc(Oc3ccccc3)cc2)C(N)=C(C#N)C1c1cccc(F)c1 (centres undefined)
63	2.5	O=C(NCc1ccco1)C1C(=O)Nc2ccccc2C(=O)N1C1CCCCC1 (centres undefined)
64	0.4	O=C(NCc1ccccc1)[C@@H]1CCCN1C(=O)[C@H]1CCCN1C(=O)c1ccc(F)c(F)c1
65	-0.6	CN1OC[C@@H]2CN3C(=O)N(c4cccc5ccccc45)c4ccccc4[C@@H]3C[C@@H]21
66	3.3	Cc1ccc(NC(=O)[C@@H](Cc2ccccc2)NC(=O)[C@H]2O[C@@H](n3ccc(=O)[nH]c3=O)[C@H](O)[C@@H]2O)cc1C
67	2.8	COc1ccc(OC)c(CN2CCN(C(=O)c3cc(S(=O)(=O)N4CCOCC4)ccc3C)CC2)c1
68	1.5	C#CCN1CC(COCCCC)Oc2cccc(F)c2S1(=O)=O (centres undefined)
69	1.0	Fc1cccc(Cc2c(-c3ccc(Cl)cc3)nc3ccc(Cl)cn23)c1
70	1.4	O=C(C[n+]1ccc2ccccc2c1)c1ccc2ccc3ccccc3c2c1

# (listing goes on)
no.	phage Ecoli inh	Molecule
71	1.2	COCCNc1nc(Nc2ccc(C)cc2C)c2sccc2n1
72	3.1	COc1cccc(-c2cc(CNC(=O)[C@H]3O[C@@H](n4cnc5c(N)ncnc54)[C@H](O)[C@@H]3O)no2)c1
73	-1.8	COc1ccc(OC)c(NC(=O)Nc2nc(C(N)c3ccccc3Cl)cs2)c1 (centres undefined)
74	1.7	COc1ccc(C(O)C2c3c(cc4c(c3OC)OCO4)CCN2C)c(CO)c1OC (centres undefined)
75	-2.0	CN(Cc1cn(Cc2cccc(Cl)c2)nn1)C1CN(Cc2cn(Cc3cccc(Cl)c3)nn2)S(=O)(=O)C1 (centres undefined)
76	1.9	C=CCn1c(SCC(=O)Nc2ccccc2OC)nnc1-c1ccco1
77	0.2	O=C(Cc1c[nH]c2ccccc12)Nc1ccc(Nc2cccnc2)c(-c2ccc(Cl)c(Cl)c2)c1
78	-3.8	CCOC(=O)[C@]12CCC=C1N(Cc1cccc3ccccc13)C(=O)[C@H](CC(=O)N1CCN(C(=O)c3ccco3)CC1)C2
79	4.1	CC1(C(=O)NC2CCCCC2)CCC(=O)N1C1CCN(Cc2ccccc2)CC1 (centres undefined)
80	-0.8	CN(C)c1ccc(-c2csc(C(C)(O)c3ccc(F)c(F)c3)n2)cc1 (centres undefined)

# Continuation.
no.	phage Ecoli inh	Molecule
81	3.1	Cc1[nH]c2ccccc2c1/C=N/Nc1ccccn1
82	2.6	CCCCc1c(-c2ccc(Br)cc2)ncn1CCc1ccccc1OC
83	0.1	CC(C)Oc1cc(F)ccc1-c1cc(C(=O)NCc2cccnc2)[nH]n1
84	3.8	CO[C@@H]1CN(C)C(=O)c2cc(NC(=O)Nc3cc(F)ccc3F)ccc2OC[C@H](C)N(C(=O)c2cnccn2)C[C@@H]1C
85	6.0	NC(c1ccccc1)c1csc(NC(=O)Nc2ccccc2Oc2ccccc2)n1 (centres undefined)
86	2.6	Nc1[nH]c(C(=O)c2ccc(Br)cc2)c(-c2ccccc2Cl)c1C(=O)NCCc1c[nH]c2ccccc12
87	0.1	CCCCC(=O)N(C)c1c(CC)nc2c(OCc3cc(Cl)cc(Cl)c3)cccn12
88	3.6	CC(=O)c1cccc(NC(=O)c2ccc(-c3c(C)noc3C)c3ccoc23)c1
89	4.5	COc1cc(OC)cc(-c2c(Sc3ccccc3)c3cc(-c4cnc(N5CCOCC5)nc4)ccc3n2C)c1
90	4.3	CCCNC(=O)c1cc(C2CCCN(C(=O)c3ccc(NC(C)=O)cc3)C2)on1 (centres undefined)

# The listing continues:
no.	phage Ecoli inh	Molecule
91	4.7	CC1CN(C(=O)c2ccccc2)CCC1=NO (centres undefined)
92	0.9	Cc1nc2ccc(S(=O)(=O)CCC(=O)NCCc3ccccc3)cc2s1
93	-2.8	COc1cc(CNc2ncnc3c2ncn3[C@H]2CN(Cc3ccc4c(c3)OCO4)C[C@@H](CO)O2)cc(OC)c1OC
94	3.0	CC(C)NC(=O)C1(C)CN(S(C)(=O)=O)CC(=O)N1Cc1cccc(F)c1 (centres undefined)
95	1.9	CC(=O)Nc1cccc(-c2ccnc3c2CC(C)(C(=O)Nc2ccccc2)O3)c1 (centres undefined)
96	2.1	CCC(=O)N1CCC(C)(C(=O)Nc2ccc(OC)c(OC)c2)C1 (centres undefined)
97	1.2	COCCNC(=O)C1CCCN(Cc2ccc(C(C)C)cc2)CC1 (centres undefined)
98	1.7	CC(C)C[C@@H](CN1CCC[C@H]1CN1C(=O)C(=O)NC[C@@H]1Cc1ccccc1)N1C[C@H](Cc2ccccc2)N(CC2CCCCCC2)C(=O)C1=O
99	0.6	O=C(Nc1ccc(F)c(Cl)c1)c1cc(C2CCCCN2C(=O)c2ccc3c(c2)CCO3)on1 (centres undefined)
100	17*	CC(=NNc1cc(C)c2cc(C)ccc2n1)c1ccccn1

# Of the compounds above, two contain two or more sulfur atoms.
no.	phage Ecoli inh	Molecule
14	-0.1	CCOC(=O)C1CSCCS(=O)(=O)N1Cc1ccccc1F (centres undefined)
92	0.9	Cc1nc2ccc(S(=O)(=O)CCC(=O)NCCc3ccccc3)cc2s1

# Further results follow.
no.	phage Ecoli inh	Molecule
101	0.5	CC(C)NC(=O)C1(C)CCN1CCC(=O)c1ccccc1 (centres undefined)
102	3.2	Cc1ccc(-c2nc3cc(C)c(Br)c(C)n3c2CC2CCCCC2)cc1
103	0.9	CCOC(=O)c1noc2c1CCC2
104	2.9	CCOC(=O)C1=CCC(c2ccc(C)cc2)N(S(=O)(=O)c2ccc(C)cc2)C1 (centres undefined)
105	5.2	CCCN(CC1CC1)c1cc2c(c3c1ccn3C)C1CCC2C1 (centres undefined)
106	4.0	CC1(C(=O)Nc2cccc3ncccc23)CCN1C(=O)CCc1ccccc1 (centres undefined)
107	0.9	COCCN1C(=O)COc2ccccc2C1C(=O)NC1CCCC1 (centres undefined)
108	1.9	CC(C)(C(=O)N1CCC1(C)C(=O)NS(=O)(=O)c1ccc(C#N)cc1)c1ccccc1 (centres undefined)
109	0.7	CCOC(=O)[C@]12CCC=C1N(Cc1cccc3ccccc13)C(=O)[C@H](CC(=O)N1CCOCC1)C2
110	2.5	CC(=O)Nc1cccc(-c2ccnc3c2CC(C(=O)NCc2ccco2)O3)c1 (centres undefined)
